Assay outcomes as filed in PubChem.
MsrA inh: inhibitors of bovine MsrA. purified bovine MsrA, absorbance read-out. inhibition, % at 15.5 µM. 0.75% of 360,000 active. AID 651718; in the data active = inhibition above about 4.5%;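 note: 0% = vehicle wells with enzyme and 100% = reference inhibitor wells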
NadD block: inhibitors of Staphylococcus aureus NadD; 0.78% of 360,000 active; inhibition, % at 20 µM; purified NadD enzyme, colorimetric absorbance read-out; in the data active = inhibition above about 26%; note: some compounds past the cut are filed as inactive
SUMO1-SIM PPI: modulators of human SUMO1-mediated protein-protein interactions; P63165; SUMO1 binding to a labelled peptide, TR-FRET, 1 h; inhibition, % at 20 µM; 0.33% of 360,000 active; AID 602429; in the data active = inhibition above about 37%
Target sequence (P63165 whole entry, looked up): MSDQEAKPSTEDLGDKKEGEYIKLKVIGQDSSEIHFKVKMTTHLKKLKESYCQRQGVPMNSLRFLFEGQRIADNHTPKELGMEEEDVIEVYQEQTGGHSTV
CSN deneddyl inh: inhibitors of human CSN-mediated cullin deneddylation; AID 651999; inhibition, % at 12.5 µM; Purified CSN, SCF-Nedd8-OG deneddylation, fluorescence polarization; 0.38% of 360,000 active; Q92905;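 active = pattern-corrected inhibition above about 35%, with an unprinted fluorescence ratio check between 0.5 and 1.5, limit read from the data, passing the limit was not always enough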;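 note: 0% = enzyme with substrate and 100% = substrate without enzyme; some results filed as inactive read as strong as hits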
Target sequence (Q92905 whole entry, looked up, one chain of several): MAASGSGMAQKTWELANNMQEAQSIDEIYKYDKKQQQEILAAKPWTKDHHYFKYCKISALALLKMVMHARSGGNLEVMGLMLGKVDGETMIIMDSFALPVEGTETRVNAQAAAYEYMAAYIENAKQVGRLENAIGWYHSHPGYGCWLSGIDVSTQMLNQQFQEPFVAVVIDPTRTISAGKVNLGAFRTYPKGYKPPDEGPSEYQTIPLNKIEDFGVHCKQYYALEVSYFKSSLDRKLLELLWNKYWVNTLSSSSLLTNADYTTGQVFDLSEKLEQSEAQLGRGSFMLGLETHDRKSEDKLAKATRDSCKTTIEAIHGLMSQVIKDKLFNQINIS
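assay system = purified human Csn5 enzyme expressed in HEK293T cells | amount = 0.24 nM enzyme | buffer or medium = Tris/NaCl/DTT buffer, pH 7.5 | reagent = 10 nM SCFSkp2-Nedd8OG | compound = one concentration, 12.5 µM, 0.25% DMSO | times = 90 min reaction at room temperature | signal = FP | read-out basis = % inhibition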
Scp1 inh: blocks human Scp-1 phosphatase activity | Recombinant Scp1, phosphopeptide, malachite green phosphate absorbance | Q9GZU7 | inhibition, % at 20 µM | 0.88% of 340,000 active;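 active = inhibition above about 50% at 20 µM, limit read from the data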;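 note: plate controls were DMSO wells with enzyme for no effect and wells lacking enzyme for full effect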
Target sequence (Q9GZU7 76-261 limits assumed): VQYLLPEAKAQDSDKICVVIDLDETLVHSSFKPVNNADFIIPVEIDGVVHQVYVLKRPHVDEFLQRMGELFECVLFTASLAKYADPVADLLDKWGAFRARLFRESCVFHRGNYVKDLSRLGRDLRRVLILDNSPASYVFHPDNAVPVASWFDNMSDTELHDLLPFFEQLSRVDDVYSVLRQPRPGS
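System: SCP-1 catalytic domain; Reagent: Phospho 17-mer peptide substrate; Doses: one concentration, 20 µM, with 1.0% DMSO; Incubation: 45 min room-temperature reaction, 5 min colour, 30 min stabiliser; Signal: Phosphate-binding colour reagent, absorbance read at 630 nm.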
DNMT1 inh: DNMT1 (human) enzyme inhibition | 0.83% of 360,000 active | DNMT1 molecular beacon, Hinp1I cleavage, fluorescence | P26358 | inhibition (reported as % activation of signal), % at 10 µM; in the data active = inhibition above about 50%
STEP block: blocks human striatal-enriched tyrosine phosphatase. P54829. recombinant STEP, OMFP fluorogenic substrate, fluorescence. inhibition, % at 20 µM. 0.25% of 360,000 active. AID 588621;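 active = inhibition at 20 µM, scaled per plate between control wells, above about 37%, limit read from the data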;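 note: 0% = DMSO with enzyme and substrate and 100% = substrate only without enzyme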
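Test system: STEP tyrosine phosphatase / Reagent: OMFP at 25 µM / Doses: 20 µM, 1% DMSO / Read-out: percent inhibition scaled to no-enzyme and uninhibited-enzyme controls, plate-pattern corrected / Detection: FITC-channel fluorescence of OMFP product / Medium: Bis-Tris buffer pH 6.0, 2.5 mM DTT, 0.005% Tween 20 / Schedule: 20 min at room temperature, dark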
LMPTP inh: LMPTP (human) inhibition | AID 651560 | inhibition, % at 20 µM | recombinant LMPTP-A, OMFP fluorogenic substrate, fluorescence intensity | 0.22% of 360,000 active;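 active = compounds that cut the enzyme signal by at least half of the control window in the single-dose screen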;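 note: plate controls were DMSO wells with enzyme plus substrate for no effect and substrate without enzyme for full effect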
Target sequence (P24666 whole entry, looked up): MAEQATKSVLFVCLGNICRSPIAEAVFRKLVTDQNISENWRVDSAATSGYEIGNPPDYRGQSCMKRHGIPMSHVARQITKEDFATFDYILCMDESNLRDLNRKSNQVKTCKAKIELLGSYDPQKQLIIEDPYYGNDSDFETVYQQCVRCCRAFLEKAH
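Assay system: LMPTP-A, protein tyrosine phosphatase of low molecular weight / Medium: pH 6.0 Bis-Tris buffer with DTT and Triton X-100 / Schedule: 50 min enzyme reaction at room temperature, protected from light / Measured by: endpoint fluorescence intensity from OMFP dephosphorylation / Read-out basis: % inhibition relative to no-enzyme and uninhibited control wells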
TbMetRS inhib: Trypanosoma brucei MetRS inhibition. 0.4% of 360,000 active. inhibition, % at 11.9 µM. purified T. brucei MetRS, ATP depletion, Kinase-Glo luminescence;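 active = inhibition above a per-plate cutoff of the control wells' mean inhibition plus 3 SD, cut at about 5.5% in these data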;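 note: 0% = DMSO wells median and 100% = median of wells with control inhibitor compound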
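Material – parasite MetRS enzyme · Medium – HEPES-MgCl2-KCl buffer plus DTT, spermine, BSA, pyrophosphatase · Reagent – ATP, methionine and E. coli bulk tRNA substrates · Times – 15 min enzyme-compound preincubation, 2 h reaction, 10 min detection, 25 °C · Measured by – luminescence of leftover ATP · Evaluation – percent inhibition relative to median high and low control wells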
Rpn11 block: inhibitors of human proteasome Rpn11. 0.59% of 360,000 active. O00487. human 26S proteasome, Ub4-pepOG fluorescence polarization; 20S core pre-blocked with epoxomicin. AID 588493. calls only at 20 µM;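 active = inhibition at 20 µM, scaled to each plate's controls, above about 33%, limit read from the data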
* marks the source's active call; other numbers are inactive results; i = inactive; . = no result given.

MsrA inh	NadD block	Molecule	SUMO1-SIM PPI	CSN deneddyl inh	Scp1 inh	DNMT1 inh	STEP block	LMPTP inh	TbMetRS inhib	Rpn11 block
-0.8	2	Cc1ccc(OCc2cc(C(=O)N3CCN(CC(=O)NC(C)C)CC3)no2)cn1	1	-3	-9	1	-1	0.1	-0.5	i
0.7	6	N/C(=N\OC(=O)c1ccccc1)c1ccccn1	8	-1	-7	14	1	-2.7	-2.8	i
0.4	0	CN(C)CCNc1nc2c(c(=O)[nH]c(=O)n2C)n1CCOc1ccccc1	1	-2	18	-1	0	-2.1	-1.7	i
1.1	6	CCS(=O)(=O)Nc1ccc2c(c1)OCO2	-1	-6	7	-14	3	0.9	-0.8	i
0.9	1	COc1ccc2nc3n(c(=O)c2c1)-c1ccc(Cl)cc1C(=O)NC3Cc1ccc(O)cc1 (centres undefined)	3	-5	1	-27	0	0.2	-1.1	i
0.5	2	O=C1Nc2cc(C(=O)NCCCN3CCCC3)ccc2S/C1=C\c1ccccc1	-76	-5	-5	-11	1	-1.4	0.0	i
0.6	-3	COC(=O)c1c(C)nc2nonc2c1N	-10	-4	-7	1	-5	-2.2	0.1	i
0.8	-4	COc1ccc(NC(=O)CN(C)C(=O)CCCN2C(=O)c3cccc4cccc(c34)C2=O)cc1	-25	-4	-1	4	2	-0.4	-0.5	i
-0.5	0	CCC(Cc1ccccc1)NC(=O)C1CCCCC1 (centres undefined)	3	-7	8	3	-3	-1.5	-1.7	i
-0.9	3	Cc1c(C(=O)NCc2cccnc2)oc2ccc(S(=O)(=O)N3CCC4(CC3)OCCO4)cc12	-4	-4	-5	1	15	-0.7	-0.1	i
0.3	-4	CCOc1ccc(/C=N/Nc2cc(N3CCOCC3)ncn2)c(O)c1	-1	2	.	-1	0	-0.5	-0.6	i
1.1	-2	COc1ccc2c(CN3CCN(S(=O)(=O)c4cccs4)CC3)cc(=O)oc2c1	-1	-7	-1	7	-1	-0.9	-0.4	i
0.3	0	Cc1cc(C)cc(NC(=O)N2CCCC2C(=O)Nc2ccc(-n3cnnn3)cc2)c1 (centres undefined)	-1	1	-3	-2	0	-1.0	-0.1	i
0.2	-1	CCN(CC(=O)Nc1cc(C)on1)CC(=O)Nc1ccccc1C(F)(F)F	-10	-1	-7	1	-2	-6.2	-0.3	i
0.8	-2	CC1(C)CC(=O)C2=C(C1)N(Cc1cccnc1)C(=O)C2(NC(=O)C1CC1)C(F)(F)F (centres undefined)	4	-4	-3	3	0	-0.9	0.0	i
0.1	3	CCCCn1c(NC(C)CC)nc2c1c(=O)[nH]c(=O)n2C (centres undefined)	0	0	-2	-3	-1	0.1	0.3	i
-2.0	4	Cc1ccc(CNc2ncccc2-c2nc3cc(Cl)ccc3o2)cc1	0	-1	3	1	0	1.3	0.9	i
-0.2	1	Cc1c(NC(=O)c2ccc(CC(C)C)o2)c(=O)n(-c2ccccc2)n1C	0	0	-13	-2	1	-2.1	-0.2	i
1.9	-5	CC1(C)CC(NCCC(c2ccccc2)c2ccco2)CCO1 (centres undefined)	2	1	-1	-1	1	-0.3	0.0	i
2.2	-11	O=C(CN1C(=O)C(c2ccccc2)Oc2cccnc21)NCc1ccccc1F (centres undefined)	-2	0	-11	-2	-3	0.9	-0.3	i
0.9	10	Cc1cccc(N2CCN(S(=O)(=O)c3ccc4c(c3)NC(=O)CO4)CC2)c1C	1	3	1	-2	-1	2.0	-0.4	i
1.0	-1	CCNC(=O)c1ccc(C2SCC(=O)N2Cc2ccco2)cc1 (centres undefined)	1	6	3	1	-2	-0.3	-0.8	i
-0.2	19	O=C(CSc1nc2ccccc2c(=O)n1-c1ccccc1)c1c[nH]c2ccccc12	24	-1	-5	2	1	0.1	0.1	i
-0.8	-4	C#CCOCCOCCOCCNc1nc(N2CCN(C(=O)[C@H]([C@@H](C)CC)n3cc(CCCCN)nn3)CC2)nc(N2CCN(C(=O)[C@H](CCCCN)n3cc(CC(C)O)nn3)CC2)n1 (some centres undefined)	-19	0	5	-6	-1	-4.3	-0.2	i
0.9	-2	COc1ccc(Cc2nn[nH]n2)cc1	0	-3	-4	-1	1	-1.8	-0.2	i
-0.2	1	Cc1[nH]c2ccc(C(=O)O)cc2c1C	-3	-1	-8	4	-1	-0.5	0.5	i
0.6	-5	COc1ccccc1NC(=O)Cn1cc(C#N)c2ccccc21	1	5	-6	0	2	0.6	0.4	i
-0.4	1	Nc1nc(N2CCOCC2)nc2ccccc12	-2	-2	-2	-1	1	0.3	-0.3	i
-1.2	2	CC(C)(C)OC(=O)N1CCOCCOCCN(C(=O)OC(C)(C)C)CCOCCOCC1	-2	0	-8	-6	1	-0.9	-1.6	i
-0.8	0	C/C=C/c1ccc(OCC(=O)OCc2csc(CC(=O)Nc3ccccc3C)n2)c(OC)c1	-4	-2	-3	-4	2	0.6	0.3	i
1.5	-5	Cc1ccc2c(CN3CCN(Cc4ccccc4)CC3)cc(=O)oc2c1	-4	1	-4	2	-1	-1.8	-0.3	i
-0.4	-6	CCOc1ccc(C(=O)Nc2ccc3c(c2)OCCO3)cc1OC	2	-3	-6	1	13	-0.6	-1.1	i
-0.7	1	COc1ccc(C(=O)N2CCN=C2SCc2cccnc2)c(OC)c1	8	-2	-6	21	2	-0.5	-0.7	i
0.7	2	CCOC(=O)N1CCN(C(=O)c2cnc3n(c2=O)CCS3)CC1	0	0	-5	0	2	-0.9	0.3	i
3.9	-3	CCOC(=O)c1cnc2ccc(C)cn2c1=O	-6	-5	-2	2	8	-1.0	-0.4	i
0.6	-1	O=C1CN=C(Nc2ccccc2Cl)N1Cc1ccc2c(c1)OCO2	-4	1	-3	2	-4	-0.2	-1.6	i
3.0	.	O=C(Nc1ccc(F)cc1)C(c1ccccc1)N1CCN(c2cccc(C(F)(F)F)n2)CC1 (centres undefined)	6	3	.	.	.	5.3	-1.2	.
2.2	-2	CCN1C(=O)N(CC)C2NC(=S)NC21 (centres undefined)	1	0	-2	4	-1	-1.8	-1.5	i
0.6	-3	Cc1cc(C(=O)C(C)OC(=O)c2cnccn2)c(C)n1-c1ccccc1 (centres undefined)	7	3	-6	0	-1	-0.1	-0.1	i
-1.0	-8	COc1cccc(CNC(=O)CSCC(=O)Nc2ccc(C)cc2)c1	7	1	-9	1	-2	0.4	0.0	i
-0.2	4	Cc1nc(SCCCSc2n[nH]c(C)n2)n[nH]1	-6	-4	8	1	0	-5.1	-0.5	i
0.1	-4	COc1cccc(NC(=O)C(NCC(C)(C)CN(C)C)c2ccccc2)c1 (centres undefined)	-3	-4	0	0	-11	-3.1	-0.5	i
-0.4	0	CCC(C)(C)NC(=O)C(c1ccc(O)cc1)N(C(=O)Cn1nnc2ccccc21)c1ccc(NC(C)=O)cc1 (centres undefined)	-2	-3	-1	1	2	0.4	-0.3	i
-0.8	-1	COc1ccc(-c2nn(-c3ccccc3C)cc2CNC(C)c2cn(C)nc2C)cc1F (centres undefined)	-2	0	-3	-1	0	-0.4	0.7	i
0.2	0	CC(=O)N1CCc2cc(S(=O)(=O)NC(CC(C)C)C(=O)Nc3cc(C(=O)O)ccc3C)ccc21 (centres undefined)	5	-2	0	2	-2	-0.8	0.7	i
-0.7	-4	CC(C)n1nnnc1-c1cc(Cl)cc(Cl)c1	0	-2	-6	2	1	-0.7	0.5	i
-0.1	-1	OC(COc1ccccc1)Cn1cc(Br)cn1 (centres undefined)	4	-5	-8	4	3	-1.1	0.8	i
-1.1	-6	CC(C)c1ccc(NC(=O)C2C3C=CC(CC3)C2C(=O)O)cc1 (centres undefined)	14	109	0	8	12	-1.0	-0.4	i
0.2	38*	COc1cccc(-n2c(SCC(=O)N3CCc4ccccc43)nnc2-c2c[nH]c3ccccc23)c1	4	0	-4	27	5	0.5	0.1	i
0.9	-1	CC(C)OC(=O)CCCN1C(=O)c2ccc(N)cc2C1=O	-10	-6	-7	1	-2	-1.2	-1.4	i
-0.3	0	O=C(NCc1cccc(Cl)c1)c1cccc(OC2CCN(C(=O)C3CC3)CC2)c1	6	1	-7	0	-2	0.8	3.5	i

An excerpt of these results, tab-delimited.
compound	MsrA inh	NadD block	SUMO1-SIM PPI	CSN deneddyl inh	Scp1 inh	DNMT1 inh	STEP block	LMPTP inh	TbMetRS inhib	Rpn11 block
COc1ccc2nc3n(c(=O)c2c1)-c1ccc(Cl)cc1C(=O)NC3Cc1ccc(O)cc1 (centres undefined)	0.9	1	3	-5	1	-27	0	0.2	-1.1	i
O=C1Nc2cc(C(=O)NCCCN3CCCC3)ccc2S/C1=C\c1ccccc1	0.5	2	-76	-5	-5	-11	1	-1.4	0.0	i
COC(=O)c1c(C)nc2nonc2c1N	0.6	-3	-10	-4	-7	1	-5	-2.2	0.1	i
COc1ccc(NC(=O)CN(C)C(=O)CCCN2C(=O)c3cccc4cccc(c34)C2=O)cc1	0.8	-4	-25	-4	-1	4	2	-0.4	-0.5	i
CCC(Cc1ccccc1)NC(=O)C1CCCCC1 (centres undefined)	-0.5	0	3	-7	8	3	-3	-1.5	-1.7	i
Cc1c(C(=O)NCc2cccnc2)oc2ccc(S(=O)(=O)N3CCC4(CC3)OCCO4)cc12	-0.9	3	-4	-4	-5	1	15	-0.7	-0.1	i
CCOc1ccc(/C=N/Nc2cc(N3CCOCC3)ncn2)c(O)c1	0.3	-4	-1	2	.	-1	0	-0.5	-0.6	i
COc1ccc2c(CN3CCN(S(=O)(=O)c4cccs4)CC3)cc(=O)oc2c1	1.1	-2	-1	-7	-1	7	-1	-0.9	-0.4	i
Cc1cc(C)cc(NC(=O)N2CCCC2C(=O)Nc2ccc(-n3cnnn3)cc2)c1 (centres undefined)	0.3	0	-1	1	-3	-2	0	-1.0	-0.1	i
CCN(CC(=O)Nc1cc(C)on1)CC(=O)Nc1ccccc1C(F)(F)F	0.2	-1	-10	-1	-7	1	-2	-6.2	-0.3	i
CC1(C)CC(=O)C2=C(C1)N(Cc1cccnc1)C(=O)C2(NC(=O)C1CC1)C(F)(F)F (centres undefined)	0.8	-2	4	-4	-3	3	0	-0.9	0.0	i

Rows are unselected; about 3.9% have a hit in one of these screens.
